Source: PubChem BioAssay
TLR9-MyD88 block – TLR9-MyD88 interaction inhibition; inhibition, % at 4.98 µM; actives 0.21% (n = 340,000); CHO BLA complementation TLR9-MyD88, CCF4 FRET ratio;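 active = inhibition above the mean over all tested compounds plus 3 SD, cut at about 21% in these data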;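 also: 0% = DMSO only wells and 100% = clavulanate BLA inhibitor control wells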
Target sequence (Q99836 whole entry, looked up): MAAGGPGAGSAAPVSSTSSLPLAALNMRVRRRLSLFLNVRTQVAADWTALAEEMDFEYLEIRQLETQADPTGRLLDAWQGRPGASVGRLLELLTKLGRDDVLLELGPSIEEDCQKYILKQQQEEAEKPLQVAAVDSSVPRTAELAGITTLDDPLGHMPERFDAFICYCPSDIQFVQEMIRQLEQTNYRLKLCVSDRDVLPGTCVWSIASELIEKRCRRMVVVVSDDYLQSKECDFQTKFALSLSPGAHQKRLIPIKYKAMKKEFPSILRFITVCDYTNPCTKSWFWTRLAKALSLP
Target sequence (Q9NR96 whole entry, looked up): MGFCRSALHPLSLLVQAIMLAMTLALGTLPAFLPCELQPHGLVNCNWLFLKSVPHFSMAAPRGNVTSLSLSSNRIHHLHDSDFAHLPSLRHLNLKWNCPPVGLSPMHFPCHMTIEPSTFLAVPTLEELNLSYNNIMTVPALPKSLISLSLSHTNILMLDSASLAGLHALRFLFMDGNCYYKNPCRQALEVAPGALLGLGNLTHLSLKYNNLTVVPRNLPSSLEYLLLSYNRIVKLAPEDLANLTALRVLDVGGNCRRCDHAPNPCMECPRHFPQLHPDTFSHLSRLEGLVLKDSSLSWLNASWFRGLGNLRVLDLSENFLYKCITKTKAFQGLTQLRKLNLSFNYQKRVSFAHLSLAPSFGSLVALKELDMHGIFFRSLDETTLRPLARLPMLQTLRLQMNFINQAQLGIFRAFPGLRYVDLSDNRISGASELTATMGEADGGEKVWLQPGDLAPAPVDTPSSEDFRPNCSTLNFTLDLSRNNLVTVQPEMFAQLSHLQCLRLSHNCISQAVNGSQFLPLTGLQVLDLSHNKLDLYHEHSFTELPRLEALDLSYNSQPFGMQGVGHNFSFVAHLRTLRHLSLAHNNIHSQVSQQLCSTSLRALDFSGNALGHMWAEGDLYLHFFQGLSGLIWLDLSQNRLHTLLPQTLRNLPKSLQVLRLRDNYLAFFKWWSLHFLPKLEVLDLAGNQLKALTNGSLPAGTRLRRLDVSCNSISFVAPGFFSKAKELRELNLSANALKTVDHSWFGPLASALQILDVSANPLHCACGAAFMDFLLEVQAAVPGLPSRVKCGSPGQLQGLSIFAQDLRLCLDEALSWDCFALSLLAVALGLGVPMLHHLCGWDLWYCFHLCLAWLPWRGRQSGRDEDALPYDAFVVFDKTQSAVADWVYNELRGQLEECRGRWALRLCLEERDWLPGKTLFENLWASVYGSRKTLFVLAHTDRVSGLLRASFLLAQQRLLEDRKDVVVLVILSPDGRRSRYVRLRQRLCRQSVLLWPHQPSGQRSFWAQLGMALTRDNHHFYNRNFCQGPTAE
NCOA2 inhibitor – human SRC2 (NCOA2) inhibition; Q15596; HEK293 GAL4-SRC2 luciferase reporter, luminescence; inhibition, % at 9 µM; actives 0.17% (n = 370,000); AID 651957;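 active = inhibition above the mean inhibition of all tested compounds plus 3 SD, set per campaign, cut at about 52% in these data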;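 also: 0% = DMSO treated cells and 100% = cells given Gossypol at 36 µM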
NR2F2 inh – NR2F2 (human) inhibition, primary screen; HEK293T NGFI-A luciferase reporter, luminescence; P24468; inhibition, % at 8.6 µM; actives 0.7% (n = 370,000); AID 686940;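 active = inhibition above a per-plate cutoff, mean inhibition of test wells between control levels plus 3 SD, cut at about 38% in these data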;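 also: cells cotransfected with COUP-TFII expression vector driving the NGFI-A reporter; 0% = median of COUP-TF2 test wells and 100% = reporter-only cells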
EBV LMP1 NFkB – inhibitors of Epstein-Barr LMP1-induced NF-kappaB reporter; LMP1-induced NF-kappaB luciferase reporter cells, luminescence; inhibition, % at 12.5 µM; actives 0.69% (n = 350,000); AID 504558; in the data active = inhibition above about 41%; inconclusive = no clear call, values can overlap the other calls;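 also: 0% = neutral control wells and 100% = reference inhibitor control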
NOD2-RIPK2 inh – blocks binding of human NOD2 to RIPK2. CHO BLA complementation NOD2-RIPK2, CCF4 ratio. inhibition, % at 4.98 µM. O43353. actives 0.38% (n = 360,000). AID 624267; in the data active = inhibition above about 21%;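 also: 0% = vehicle only and 100% = reference blocker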
SRC1 inh – inhibits human SRC1 coactivator; actives 0.12% (n = 360,000); HEK293 GAL4-SRC1 luciferase reporter, luminescence; AID 588354; inhibition, % at 3.6 µM;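 active = inhibition above the campaign mean plus 3 SD, with each screening campaign given its own cutoff, cut at about 60% in these data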;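 also: 0% = DMSO treated cells and 100% = gossypol at 36 µM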
SRC3 inh – human NCOA3 inhibition | Q9Y6Q9 | HEK293 GAL4-SRC3 luciferase reporter, luminescence | inhibition, % at 3.6 µM | actives 0.17% (n = 360,000);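 active = inhibition above a per-campaign cutoff, the mean of all compounds plus 3 SD, cut at about 60% in these data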;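 also: 0% = DMSO-treated cells and 100% = gossypol-treated cells at 36 µM; higher means less SRC3-driven luciferase light from the GAL4 reporter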
NR5A2 inv ag – NR5A2 inverse agonism in reporter assay; actives 0.13% (n = 360,000); inhibition, % at 3.6 µM; HEK293T StAR-luciferase reporter, LRH-1 transfected, 24 h; AID 602396;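 active = inhibition above the mean inhibition of all tested compounds plus 3 SD, cut at about 73% in these data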;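 also: 0% = DMSO wells and 100% = reporter-only cells lacking LRH-1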
TROY signal inh – inhibitors of TROY-dependent NF-kB signaling; Q293 LMP1-TROYcd NF-kB luciferase reporter, 4 h; inhibition, % at 10 µM; actives 0.98% (n = 360,000);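 active = compounds whose plate-normalised and pattern-corrected inhibition of the luciferase reporter signal at the single screening dose is 50% or more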
Vif inh – inhibitors of HIV Vif; HEK293T cells, Vif self-association by quenched fluorescence, imaging, 24 h; inhibition, % at 7.49 µM; actives 0.35% (n = 340,000); in the data active = inhibition above about 50%, passing the limit was not always enough; inconclusive = no clear call, values can overlap the other calls; inactive = below about 31%; also: some results filed as inactive read as strong as hits
TRAIL sens C8 – sensitizes caspase-8 expressing cells to TRAIL; NB7+C8 cells + TRAIL, ATPlite viability luminescence; inhibition (viability loss, TRAIL sensitization), % at 10 µM; actives 1% (n = 360,000);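 active = compounds causing at least 50% loss of cell viability in the single-dose screen, relative to plate controls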
* marks the source's active call; other numbers are inactive results; ? = inconclusive; / = not tested or not shown. This is a subset, so the mix of outcomes need not match the whole.

SMILES	TLR9-MyD88 block	NCOA2 inhibitor	NR2F2 inh	EBV LMP1 NFkB	NOD2-RIPK2 inh	SRC1 inh	SRC3 inh	NR5A2 inv ag	TROY signal inh	Vif inh	TRAIL sens C8
CC(=O)c1c(C)[nH]c(C(=O)NCc2ccccc2Cl)c1C	4	18	-14	3	-6	-6	4	7	-14	-8	1
CC1(C)Cc2c(sc3nc(C4CC4)n(N)c(=O)c23)CO1	3	-4	7	-43	-23	-7	5	0	-39	21	16
O=C(CSc1nnc(NC2CCCCC2)s1)NCc1ccco1	-3	22	1	-1	-1	5	-2	-1	3	-5	-6
CNC(=S)NNC(=O)c1oc2nc(-c3ccccc3)cc(-c3ccco3)c2c1N	8	16	5	5	3	7	7	10	11	7	10
COc1ccc(NC(=O)CN(C)CC(=O)Nc2sc3c(c2C(N)=O)CCC3)cc1	-4	0	12	-3	-3	-4	16	16	3	-6	-11
Cn1nnnc1SCC(=O)Nc1ccccc1-c1ccccc1	-9	-8	-24	8	-10	6	2	-4	-6	-19	-1
CCn1ncc([N+](=O)[O-])c1C(=O)Nc1ccc(C)c(C)c1	-5	-17	18	7	-4	11	19	-8	-15	5	-1
Cc1ccc(CNC(=O)CCNS(=O)(=O)c2cccc3nsnc23)cc1	-4	-40	15	0	2	4	7	2	2	-3	22
O=C(O)C1C2CCCCC2=C2CCCCC2C1C(=O)c1ccccc1 (centres undefined)	-3	-18	-15	-1	-17	-4	19	24	-14	-3	-14
COc1ccc(CCN2C(=O)CSCC2(C)C(=O)Nc2ccc3c(c2)OCCO3)cc1OC (centres undefined)	/	-6	-2	/	-5	/	/	-16	/	/	-14
S=C(c1cccs1)N1CCN(c2ccccc2)CC1	-1	-23	-4	4	-3	-2	-2	7	-28	6	-8
CC1(c2nc3ccccc3cc2C#N)OCCO1	5	-11	13	-24	3	-5	1	-6	3	7	-17
BrC(=C\c1ccccc1)/C=N/N1CCN(Cc2ccccc2)CC1	-5	7	-18	1	1	-2	-31	20	-27	/	0
O=c1nc2sc3ccccc3n2c(=O)n1-c1ccc(Cl)cc1	-3	-12	-27	-29	-1	-51	-39	-55	-38	2	1
CNC(=S)N(Cc1ccco1)Cc1cc2cc(OC)ccc2[nH]c1=O	-7	-19	-15	-1	6	5	11	8	8	-5	-6
NNC(=O)Cn1c(COc2ccc(Cl)cc2)nc2ccccc21	6	-4	-2	2	-3	-7	-4	-8	-10	-2	41
COCCNC(=O)CC(NS(=O)(=O)c1ccc(C)cc1)c1ccco1 (centres undefined)	10	13	-4	7	-3	-16	-19	6	-10	3	-4
OC1(c2ccc3c(c2)OCO3)CCN(Cc2ccc(F)cc2)CC1	7	0	-3	-16	-4	1	10	2	18	4	1
Cc1nc2ccccn2c1C(=O)N/N=C/c1ccc2c(c1)OCO2	-3	-10	-3	-20	-6	-72	-27	-79	41	-2	-23
Cc1cc(C)cc(C(=O)Nn2cnnc2)c1	3	-32	-16	2	5	-15	-19	-6	9	-4	1
O=C(c1ccc(CSc2nc3ccncc3[nH]2)cc1)N1CCN(c2cccc(Cl)c2)CC1	-7	7	78*	9	1	18	3	10	54*	-11	-9
CN(CC(=O)Nc1ccc(Cl)c(Cl)c1)C(=O)c1cccc2cccnc12	-3	-70	20	2	-5	-8	17	8	1	0	8
N/C(CN1CCCC1=O)=N\OC(=O)c1ccc(Cl)c(Cl)c1	-10	-35	-17	2	0	-1	-9	0	-47	-3	-3
COc1ccc(-c2cc(C(=O)NCc3ccccc3)no2)cc1OC	-6	-21	10	7	7	-7	7	-27	-30	-2	-8
Cn1c(CC(=O)NNC(=O)c2ccccc2F)nc2ccccc21	-7	8	-14	-1	0	0	-4	1	10	?	11
CC(=O)c1cccc(NC(=O)C2CC(=O)N(C3CCCC3)C2)c1 (centres undefined)	-11	14	-5	1	-11	-5	5	-8	-7	-1	6
COc1ccc(CCNC(=O)c2ccc(CS(=O)(=O)Cc3cccc(C)c3)o2)cc1OC	-6	-3	24	3	-20	0	7	17	18	-1	-4
O=C(CCc1nnc(CCCCc2ccccc2)o1)NCc1cccc(F)c1	4	3	-10	-8	5	-18	0	13	5	4	5
CNS(=O)(=O)c1cccc(C(=O)NCC(c2ccco2)N(C)C)c1 (centres undefined)	-4	-3	1	-2	-1	12	1	9	-15	12	-1
CCCCNC(=O)CN1CCC2(O)CCCCC2C1c1ccccc1OC (centres undefined)	-5	-27	12	7	-6	-8	1	4	-2	-3	2
COc1ccc(C2/C(=C(/O)c3ccc(F)cc3)C(=O)C(=O)N2c2ccccn2)cc1OC (centres undefined)	-3	10	-15	-1	-10	-1	13	3	-22	-4	-19
Nc1nonc1-n1nnc(C(=O)N/N=C/c2cccc(Cl)c2)c1-c1ccc2c(c1)OCO2	0	4	-1	-9	-1	1	5	3	8	-7	-2
O=C(COc1ccc([N+](=O)[O-])cc1)NCC(c1cccs1)N1CCOCC1 (centres undefined)	-2	-10	3	-1	-3	-2	-14	3	-2	-6	-2
O=S(=O)(Nc1nc(-c2ccccc2)cs1)c1cccc(C(F)(F)F)c1	-5	-6	2	6	1	-52	3	8	35	7	-1
CCCCCC(=O)N1C[C@@H](n2cc(C3CC3)nn2)[C@H](O)C[C@@H]1c1ccccc1	-5	13	12	4	-5	11	19	9	-8	-1	-5
CCOC(=O)C(NC(=O)NCc1ccc(F)cc1)(OCC)C(F)(F)F (centres undefined)	-1	-4	-10	0	-9	8	19	12	3	5	-11
CC(=O)N(CCc1cccc(C)c1)Cc1cc2ccc(C)cc2[nH]c1=O	-13	11	-11	9	-8	-7	8	1	6	-2	-5
COc1cc(OC)c(C(=O)Nc2cc(S(=O)(=O)N3CCOCC3)ccc2N2CCOCC2)cc1OC	-7	-1	-14	5	-3	8	-2	3	-5	10	26
Cc1ccnc(NS(=O)(=O)c2ccc(NC(=O)CC(C)c3ccccc3)cc2)n1 (centres undefined)	-7	10	-6	-12	-3	0	-45	-19	-9	5	8
OCCN(Cc1ccccc1)Cc1cccc(Cl)c1Cl	-7	3	-1	1	-3	1	3	-13	-15	-6	8
COc1cc(C(=O)NC2(C(F)(F)F)NC(=O)N(CCCc3ccccc3)C2=O)cc(OC)c1OC (centres undefined)	-5	-7	-12	10	-10	15	4	17	0	-6	-1
COc1ccccc1-n1c2nc3ccccc3nc2c2c(=O)n(-c3cc(C)cc(C)c3)cnc21	-11	11	0	-5	-2	16	6	4	-3	1	-5
CCc1ccc(N(C(=O)CNC(=O)c2cccs2)C(C(=O)NC(C)(C)C)c2cc(OC)c(OC)c(OC)c2)cc1 (centres undefined)	0	-1	-13	-4	-2	-1	14	10	21	-6	-5
CSc1ccccc1C(=O)NCCSc1ccc(C)cc1	-3	-39	-12	5	7	-1	-7	-15	22	-3	15
CC(C)N(c1ccccc1)c1ccc(NC(=O)[C@@H]2O[C@H](CO)[C@@H](O)[C@H]2O)cc1	/	17	3	/	-12	-8	0	4	2	16	-5
C=CCn1c(Sc2ccccc2)nc2c1c(=O)[nH]c(=O)n2C	-6	-12	-5	15	5	-9	-6	-3	21	0	-10
O=C(Cn1cccc1C(=O)c1ccccc1)NCc1ccc(F)cc1	-9	14	-3	-9	13	11	11	-2	-17	3	2
CCCCOc1ccc(S(=O)(=O)N2CCCCCC2)cc1	-5	-9	0	-7	-4	-14	5	-37	-37	-16	-5
COCCNC(=O)C1(C)CCN(C(=O)c2nc(C)oc2C)C1 (centres undefined)	/	-1	1	/	0	10	7	-20	3	8	-3
CC(C)CC(N)c1csc(NC(=O)Nc2ccccc2C(C)C)n1 (centres undefined)	/	3	5	/	-8	5	-37	-12	11	3	16
Cc1ccccc1S(=O)(=O)NC(=O)C1(C)CCN1C(=O)Cc1ccccc1Cl (centres undefined)	/	3	2	/	4	-9	12	11	-1	/	-17
Cc1c(N2C(=O)/C(=C/c3ccccc3)SC2=S)c(=O)n(-c2ccccc2)n1C	4	16	-4	-1	-2	-9	19	33	-8	-2	0
CSc1cccc(NC(=S)N(CCCN2CCCC2)Cc2cccn2Cc2ccc(Cl)cc2)c1	-1	29	-7	-11	4	9	-1	2	-9	-5	16
COC(=O)c1[nH]c2ccccc2c1Sc1ccccc1	-8	-16	18	-1	7	-1	-7	12	5	9	26
CCOC(=O)c1c(S(=O)(=O)NCc2ccc(C)o2)c(C)n(C)c1C	-3	-9	-6	2	10	-43	-1	-3	-12	-7	-1
CCOc1ccccc1N1CC(C(=O)NCCc2ccc(S(N)(=O)=O)cc2)CC1=O (centres undefined)	7	-2	6	-2	-2	1	-5	-5	4	5	-3
O=C(N/N=C/c1nn(-c2ccccc2)cc1-c1ccccc1)c1ccncc1	-1	-11	-3	6	-5	-20	-23	-39	-46	4	10
Cc1cc(C=O)c(C)n1-c1sc2c(c1C(=O)O)CCCC2	2	1	14	9	1	-8	20	-12	8	29	10
COc1ccccc1CCN=C(N)NS(=O)(=O)c1ccccc1	-3	7	13	-1	4	-11	10	-3	-1	2	2
O=C(Nc1nccs1)c1ccc2ccccc2c1	-1	-19	-48	-20	12	-66	-100	-104	-65	-3	20

No new results follow: entries from further up.
SMILES	TLR9-MyD88 block	NCOA2 inhibitor	NR2F2 inh	EBV LMP1 NFkB	NOD2-RIPK2 inh	SRC1 inh	SRC3 inh	NR5A2 inv ag	TROY signal inh	Vif inh	TRAIL sens C8
COc1ccccc1CCN=C(N)NS(=O)(=O)c1ccccc1	-3	7	13	-1	4	-11	10	-3	-1	2	2
O=C(Nc1nccs1)c1ccc2ccccc2c1	-1	-19	-48	-20	12	-66	-100	-104	-65	-3	20

The list continues.
SMILES	TLR9-MyD88 block	NCOA2 inhibitor	NR2F2 inh	EBV LMP1 NFkB	NOD2-RIPK2 inh	SRC1 inh	SRC3 inh	NR5A2 inv ag	TROY signal inh	Vif inh	TRAIL sens C8
CNc1cccccc1=S	-4	7	2	5	-1	-10	7	12	-7	5	7
CC(C)c1ccccc1OCCNC(=O)c1cccnc1	-3	-5	3	3	5	0	6	7	25	-7	-6
CN1CCN(C(=O)c2ccc(OCCOc3ccccc3)cc2)CC1	-3	/	/	-4	-13	-2	5	1	0	-3	-5
COc1ccc(CCNC(=O)C(=O)NCC2OCCCN2S(=O)(=O)c2cc(C)ccc2C)cc1 (centres undefined)	6	2	-6	3	-2	11	10	-15	-4	-2	-3
CCOC(=O)N1CCN(c2nc3ccc(C)cc3n3cnnc23)CC1	1	5	-19	-2	-1	-11	-10	-12	-36	-12	-2
O=C(CNC(=O)c1cccs1)NCC(=O)OCc1ccccc1Cl	-1	9	16	-1	-2	10	8	-1	3	9	15
CN(C1CCCCC1)S(=O)(=O)CCNC(=O)c1ccccc1	10	-17	-7	1	-7	-15	-5	10	-2	-6	13
CCn1c2ccccc2c2nnc(SCC(=O)NC(CC(C)C)C(=O)OC)nc21 (centres undefined)	2	10	2	4	0	-42	1	1	21	-19	6
CCOC(=O)c1[nH]c2ccccc2c1NC(=O)C(C)(C)C	8	-7	-8	0	-5	4	-20	9	-6	12	-6
O=C(Cc1nc2ccccc2[nH]c1=O)c1ccccc1	-1	-52	-29	-27	-10	-96	-102	-59	-42	-9	42
O=C(NNS(=O)(=O)c1cccc(Cl)c1Cl)c1cccc(S(=O)(=O)N2CCOCC2)c1	-1	-7	7	-1	1	-7	4	8	-11	11	-5
